GAA glycogen = alters human alpha-glucosidase cleavage of glycogen | P10253 | recombinant GAA, glycogen substrate, Amplex Red glucose oxidase fluorescence | Potency, µM (top dose mostly 76.4 µM), without a hit: at the highest dose activity change, negative = inhibition, usual class: inhibitors | 0.38% of 300,000 active; active = well fitted inhibition curve with a large enough effect;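 note: 0% = full enzyme reaction and -100% = no-enzyme basal signal; the screen sought inhibitors and activators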
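Recombinant human enzyme (4 nM); glycogen substrate; 37 C, 40 min, pH 5.0. Readout: coupled glucose oxidase/Amplex Red fluorescence.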
The depositor's hits bear a star; & = joins results of further samples; [ ] = remark or other dose. Potency is the fitted concentration of half-maximal effect. A portion of the library; rates above refer to the full screens.

GAA glycogen	SMILES
6.2%[76.3 µM]	Cc1ccc(C)c(N(C(=O)CNC(=O)c2ccco2)C(C(=O)NC2CCCCC2)c2cccnc2)c1 (stereo not given)
4.9%	N#Cc1ccc(Oc2cccc3cccnc23)c([N+](=O)[O-])c1
2.8%[76.3 µM]	O=C(CNC(=O)c1cccc(Br)c1)N/N=C/c1cccnc1
0.5%[76.3 µM]	CCCCCN(C(=O)CCC(=O)OCc1cccc(C(F)(F)F)c1)c1c(N)n(CCCC)c(=O)[nH]c1=O
-7.9%[76.3 µM]	Cc1c(Cl)cccc1NC(=O)c1cc(-c2cccs2)on1
7.7%	O=C(O)c1cc(N/N=C/c2ccc(-c3ccc(F)cc3)o2)ccc1Cl
1.6%	CN(C(=O)COC(=O)c1cc(F)c(F)cc1Cl)c1ccccc1
-15.6%[76.3 µM]	CN(CCCC1CCCC1)C(=O)CC1C(=O)NCCN1Cc1cccc(F)c1F (stereo not given)
-17.6%[76.3 µM]	O=C(CNC(=O)c1ccccc1Br)N/N=C\c1cc([N+](=O)[O-])cc(Br)c1O
-0.8%[76.3 µM]	C[C@H](NC(=O)C1CC(=O)N(c2ccc3c(c2)OCO3)C1)C(=O)NC1CCCC1 (stereo not given in full)
-8.9%[76.3 µM]	COc1ccc(S(=O)(=O)NCC2CC3C=CC2C3)cc1OC (stereo not given)
0.4%[76.3 µM]	CC(C)[C@H]1C(=O)Nc2ccccc2N1C(=O)N[C@@H](Cc1ccccc1)C(=O)N[C@H](C(=O)O)c1ccccc1
-3.6%[76.3 µM]	Cc1onc(-c2ccccc2Cl)c1C(=O)NCCCc1ccccc1
15.4%[76.3 µM]	COc1ccc(-c2nc(SCC(=O)NC3CCCC3)c(-c3ccccc3)[nH]2)cc1OC
2.2%	COc1cc(C(=O)NC2CCN(Cc3ccccc3)CC2)cc(Cl)c1OC
-11.5%[76.3 µM]	COc1ccc(-n2nc(C(=O)O)c(=O)n(C)c2=O)cc1
1.6%[76.3 µM]	CC(O)c1cccc(N=Cc2ccc3ccccc3c2O)c1 (stereo not given)
0.2%	COc1ccc(OC)c2c1cc(C(=O)N[C@@H](Cc1ccccc1)C(=O)O)n2C
-12.1%[76.3 µM]	O=C(Nc1ccc(O)cc1)c1ccc2c(c1)C(=O)N(Cc1ccccc1)C2=O
4.8%[76.3 µM]	COC(=O)C1(Cc2cc(-c3ccccc3)no2)CCN(C(=O)OC(C)(C)C)CC1

(continued)
GAA glycogen	SMILES
3.5%	NNc1nc(-c2ccccc2)c2cc(Br)ccc2n1
7.9%	CCOc1ccc(S(=O)(=O)NCCC(=O)Nc2nnc(C)s2)cc1
-1.1%[76.3 µM]	COc1cccc(CN(C)CC2CCCN(CCc3ccccc3C)C2)c1 (stereo not given)
10.6%[76.3 µM]	COc1ccccc1NC(=O)Cn1c(=O)n(-c2ccc(C)cc2)c(=O)c2ccc(C(=O)NCc3ccco3)cc21
0.5%[76.3 µM]	COCCC(=O)N1CCC(n2nccc2NC(=O)CCc2ccccc2)CC1
-5.9%[76.3 µM]	Cc1cccc(NC(=O)C2C3CCCCC32)c1 (stereo not given)
5.7%	Cc1ccc(NC(=O)C2CCCN2C(=O)c2cccs2)c(C)c1 (stereo not given)
0.6%	CC1CCN(C2=NC(=O)/C(=C/c3cccc(O)c3)S2)CC1
0.6%[76.3 µM]	Cc1cc(C)cc(NC(=O)NCc2ccccn2)c1
9.0%[76.3 µM]	CC1CCc2c(c3ccccc3n2C(=O)CCl)C1 (stereo not given)
14.3%[76.3 µM]	COc1ccc(NC(=O)CSc2c3c(nc4ccc(Cl)cc24)CCCC3)cc1Cl
-3.6%[76.3 µM]	CCOc1ccc(NC(=O)Cn2c(=O)n(-c3cccc(Cl)c3)c(=O)c3c2c2cc(C)ccc2n3C)cc1
5.0%[76.3 µM]	O=C(Nc1cccc(-c2nc3ccccc3o2)c1)c1cccc2c(Cl)cccc12
16.7%[76.3 µM]	Cc1cc(NC(=O)c2cccc(C)c2[N+](=O)[O-])no1
11.6%[76.3 µM]	Cc1cccnc1NC(=O)C1CCC1
13.8%[76.3 µM]	CCC1CCCCN1C(=O)CSc1nnc(-c2ccc(OC)c(OC)c2)o1 (stereo not given)
-8.6%[76.3 µM]	CC1CCN(C(=O)CCC(=O)N2CC(C)Oc3ccccc32)CC1 (stereo not given)
8.6%	CC(=O)Nc1ccc(NC(=O)CCNC(=O)c2ccccc2Cl)cc1
1.4%	CCOC(=O)c1[nH]c2ccc(OC)cc2c1NC(=O)c1ccccc1C(=O)O
4.9%	COc1ccc(-c2nnc(-c3ccc(C)cc3)o2)cc1

Next part.
GAA glycogen	SMILES
-8.8%[76.3 µM]	CCn1c(SCC(=O)NC2CCCCC2)nnc1-c1ccccc1F
-9.4%[76.3 µM]	Cc1cc(C)c(OCCCNC2CCCC2)c(Br)c1
10.8%[76.3 µM]	COc1ccc(Oc2nc3c(c(=O)n(C)c(=O)n3C)n2Cc2ccccc2Cl)cc1
-1.3%[76.3 µM]	Cc1nnc(SCc2nc(-c3ccc(Cl)cc3)no2)n1-c1ccc(F)cc1
-17.0%[76.3 µM]	Cc1ccc(C(=O)Oc2cc(-c3ccc4c(c3)OCO4)cc(=O)c3c(C)oc(C)c23)cc1
-8.3%[76.3 µM]	O=C(Cn1cc(SCc2ccc(Cl)cc2)c2ccccc21)N1CCCC1
10.0%[76.3 µM]	Cc1ccc(C)c(-c2csc(-c3c(N)c(C(=O)c4ccc5c(c4)OCO5)n4ccccc34)n2)c1
11.7%[76.3 µM]	COc1cc(/C=N/NC(=O)c2ccccc2O)ccc1OCC(=O)Nc1ccccc1
-6.9%	COc1ccc(CNC(=O)C2CC(C)=CCC2C(=O)O)cc1 (stereo not given)
-13.4%[76.3 µM]	CCc1nn2c(=O)cc(CSCC(=O)Nc3ccccc3F)nc2s1
3.1%	O=C(CSc1n[nH]c(-c2ccccn2)n1)Nc1ccccc1F
-2.3%	O=C(CSc1nnc(-c2ccccc2F)o1)N1CCCC1
-4.3%[76.3 µM]	COc1cccc(Cn2cccc(NC(=O)NCc3ccccc3)c2=O)c1
-18.5%[76.3 µM]	CCc1ccccc1NC(=S)Nn1cnnc1
-14.1%[76.3 µM]	Cc1ccc(C)c(S(=O)(=O)c2nnn3c2nc(N2CCN(C)CC2)c2sccc23)c1
-11.7%	O=S(=O)(NC1CCSc2ccccc21)c1ccccc1 (stereo not given)
-13.8%	O=C(O)c1ccccc1C(=O)Nc1ccc(Nc2ccc([N+](=O)[O-])cc2[N+](=O)[O-])cc1
4.6%	COc1ccc(C(C(=O)NC(C)(C)C)N(Cc2ccco2)C(=O)CCC(=O)Nc2ccccn2)cc1 (stereo not given)
16.4%[76.3 µM]	CCCCn1c(CCCNC(=O)c2cccc(C)c2)nc2ccccc21
5.0%	COc1ccc(N(CC(=O)NC2CCCC2)C(=O)Cn2nnc(-c3ccc(F)cc3)n2)cc1

The results go on.
GAA glycogen	SMILES
7.8%[76.3 µM]	Cc1ccc(NC(=O)C(c2ccccc2)c2ccccc2)c(O)c1
16.5%[76.3 µM]	O=C(NCC1CCN(Cc2cccc(Cl)c2)CC1)Nc1ccc(F)c(Cl)c1
4.0%[76.3 µM]	Cc1oc(-c2ccc(Cl)cc2)nc1CN1CCC(C(=O)NCC2CCCO2)CC1 (stereo not given)
0.7%[76.3 µM]	CCCSc1nnc(NC(=O)Cc2coc3cc(C)ccc23)s1
14.7%[76.3 µM]	COc1ccc2c(C)c(CCC(=O)NCc3cccc(Cl)c3)c(=O)oc2c1
1.9%[76.3 µM]	CC(=O)Nc1cc(NC(C)=O)cc(C(=O)OCC(=O)Nc2ccc(S(=O)(=O)NC3=NCCCCC3)cc2)c1
11.9%[76.3 µM]	Cc1ccc(NC(=O)c2c(C)oc3ccc(O)c(CN4CCCCC4)c23)cc1
14.8%[76.3 µM]	COc1ccc(NC(=O)c2nnn(Cc3nc(-c4cc(OC)c(OC)c(OC)c4)oc3C)c2C)cc1
-2.7%	CC1CCCC(NC(=O)C2N(CCCN3CCCC3)C(=O)C3C(C(=O)Nc4ccc(Cl)cc4)C4C=CC32O4)C1C (stereo not given)
-11.5%	Cc1cccc(C)c1NC(=O)C1CCN(C(=O)c2cccs2)CC1
-3.9%[76.3 µM]	CCOc1ccccc1CN1CCN(Cc2ccc3cc(F)ccc3n2)CC1CCO (stereo not given)
-4.2%[76.3 µM]	O=C(N/N=C/c1ccc(OCC(=O)N2CCCC2)cc1)C(=O)NC1CC1
-3.3%[76.3 µM]	CC(=O)N1CCc2c(sc3c2c(=O)n(-c2ccc(C)cc2)c(=O)n3Cc2c(F)cccc2Cl)C1
-10.7%[76.3 µM]	CCOC(=O)c1ccc(OCCOc2ccccc2C)cc1
5.3%[76.3 µM]	COC(=O)C1(CO)NC(c2ccc(C)cc2)C2C(=O)N(c3ccccc3)C(=O)C21 (stereo not given)
-10.3%[76.3 µM]	COC(=O)C1=C(O)/C(=C\c2ccc(OCC(=O)Nc3ccccc3)cc2)N=C1C
6.3%[76.3 µM]	Cc1cc(OCC(=O)NCCc2c[nH]c3ccccc23)c2c(C)cc(=O)oc2c1
-7.5%[76.3 µM]	COc1ccc(NC(=O)CCCc2ccccc2)c(OC)c1
2.6%[76.3 µM]	CC(=O)N1c2ccc(S(=O)(=O)NCCc3ccccc3)cc2CC1C (stereo not given)
-0.3%	CC(C)(C)c1ccc(C2(C)NC(=O)NC2=O)cc1 (stereo not given)

Shown tab-delimited: 6 of the compounds above
SMILES	GAA glycogen
O=C(N/N=C/c1ccc(OCC(=O)N2CCCC2)cc1)C(=O)NC1CC1	-4.2%[76.3 µM]
CC(=O)N1CCc2c(sc3c2c(=O)n(-c2ccc(C)cc2)c(=O)n3Cc2c(F)cccc2Cl)C1	-3.3%[76.3 µM]
CCOC(=O)c1ccc(OCCOc2ccccc2C)cc1	-10.7%[76.3 µM]
COC(=O)C1(CO)NC(c2ccc(C)cc2)C2C(=O)N(c3ccccc3)C(=O)C21 (stereo not given)	5.3%[76.3 µM]
COC(=O)C1=C(O)/C(=C\c2ccc(OCC(=O)Nc3ccccc3)cc2)N=C1C	-10.3%[76.3 µM]
Cc1cc(OCC(=O)NCCc2c[nH]c3ccccc23)c2c(C)cc(=O)oc2c1	6.3%[76.3 µM]

Additional structures
GAA glycogen	SMILES
-21.9%[76.3 µM]	CCOC(=O)c1ccccc1NC(=O)CN(c1ccccc1)S(=O)(=O)c1ccc(OCC)cc1
1.6%[76.3 µM]	NS(=O)(=O)c1cc(C(=O)NCC2CCCCC2)ccc1Cl
-6.9%	COc1ccccc1-c1ocnc1C(=O)N1CCN(C(=O)C(c2ccccc2)c2ccccc2)CC1
-1.7%	CSc1ccc(/C=C2\CCn3c2nc2cc(C(=O)O)ccc2c3=O)cc1
1.2%[76.3 µM]	Cc1ccccc1NC(=O)Nc1c(C)n(C)n(-c2ccccc2)c1=O
9.7%[76.3 µM]	Cc1cc(C)nc(NS(=O)(=O)c2ccc(NC(=O)c3nc(SC(C)C)ncc3Cl)cc2)n1
-0.2%	O=C(NC1CCCCC1)C(c1ccccc1)N(Cc1cccnc1)C(=O)c1csnn1 (stereo not given)
-23.1%[76.3 µM]	CCc1nc(SCc2ccc(OC)cc2)n[nH]1
-14.2%	O=C(N/N=C/c1ccc(O)cc1)NC12CC3CC(CC(C3)C1)C2
5.4%[76.3 µM]	Cc1cccc2c1cnn2C(=O)CCC(=O)NCC(C)c1ccccc1 (stereo not given)
-15.0%[76.3 µM]	O=C(N/C(=C\c1ccc([N+](=O)[O-])cc1)C(=O)N1CCOCC1)c1cccc(Br)c1
-10.1%	O=C(O)c1cccc(S(=O)(=O)N(Cc2ccccc2)c2cccc(C(F)(F)F)c2)c1
-6.2%[76.3 µM]	Cc1ccc(NC(=O)CSc2nc3ccc(Nc4nc(N5CCOCC5)nc(N5CCOCC5)n4)cc3s2)cc1
-9.7%[76.3 µM]	Cc1ccc(S(=O)(=O)N2CCN(C(=O)c3ccco3)CC2)cc1
-4.5%[76.3 µM]	O=C(NCCCC1CCCC1)C1CCC(=O)N(Cc2cccc(C(F)(F)F)c2)C1 (stereo not given)
15.1%[76.3 µM]	CC(C)OCCCNC(=O)CCCn1c(SCC(=O)c2ccc(F)cc2)nc2c(sc3ccccc32)c1=O
-6.7%[76.3 µM]	CCc1c(C)nc2c(-c3ccccc3OC)c(C)[nH]n2c1=O
9.3%&10.6%[76.3 µM]	Cc1ccc(NC(=O)CSc2nc3ccccc3nc2N2CCOCC2)cc1
1.5%[76.3 µM]	O=C(CN1C(=O)CCS(=O)(=O)c2ccccc21)Nc1ccc(Cl)cc1
-4.1%	CCN1C(=O)c2cccc3c(S(=O)(=O)Nc4ccccc4O)ccc1c23

(further entries)
GAA glycogen	SMILES
10.2%	CCn1c(SCc2cccc(OC)c2)nc2ccccc2c1=O
-6.6%[76.3 µM]	CCc1ccc(C2CC(=O)Nc3c2c(=O)n(C)c2ncnn32)cc1 (stereo not given)
-5.5%	CN(C)S(=O)(=O)c1cccc(NC(=S)NC23CC4CC(CC(C4)C2)C3)c1
4.1%[76.3 µM]	O=C(c1ccc2c(c1)N(Cc1ccc(F)cc1)C(=O)c1ccccc1S2=O)N1CCC(Cc2ccccc2)CC1 (stereo not given)

Sorted by molecular weight (smallest number first): 4 of the compounds above
GAA glycogen	SMILES
-10.7%[76.3 µM]	CCOC(=O)c1ccc(OCCOc2ccccc2C)cc1
1.2%[76.3 µM]	Cc1ccccc1NC(=O)Nc1c(C)n(C)n(-c2ccccc2)c1=O
-8.3%[76.3 µM]	O=C(Cn1cc(SCc2ccc(Cl)cc2)c2ccccc21)N1CCCC1
1.9%[76.3 µM]	CC(=O)Nc1cc(NC(C)=O)cc(C(=O)OCC(=O)Nc2ccc(S(=O)(=O)NC3=NCCCCC3)cc2)c1

Assay outcomes from PubChem.
